aSyn yeast inh: rescues yeast growth from alpha-synuclein toxicity | Potency, µM (highest dose often 46.1 µM), inactives show at the highest dose growth rescue (activation), most hits filed as activators | Yeast expressing alpha-synuclein, growth rescue, BacTiter-Glo, 24 h | AID 652106 | 370,000 tested, 0.14% active; further: potency means the concentration at half of the fitted maximal effect; % of control where 0% means no effect; nearly all actives have a fitted effect of over 65% in size
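Readout is rescue of growth in alpha-synuclein-expressing yeast, so inhibitors of toxicity appear as activators. Growth after 24 hr at 30 deg C in galactose medium is quantified by luminescence.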
Abeta rescue: restores growth of yeast expressing A-beta42 peptide; 410,000 tested, 0.063% active; Potency, µM (highest dose often 46.1 µM), for inactives: at the highest dose growth rescue, usual class: activators; AID 1347071; yeast expressing A-beta42, growth rescue, OD600, 48 h; response scale: 0% DMSO, 100% iron-clioquinol control; further: potency means the concentration at half of the fitted maximal effect; nearly all actives have a fitted effect of over 55% in size
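Yeast A-beta toxicity model in growth medium with pinned compounds, 48 h at 30 C; growth read as absorbance at 600 nm. Normalized to FeCl3/clioquinol equimolar mix (positive) and DMSO (negative).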
FUS yeast rescue: rescues growth of FUS-expressing yeast; 390,000 tested, 0.24% active; S. cerevisiae FUS-expressing, growth rescue, OD600, 24 h; Potency, µM (highest dose often 76.6 µM), without a hit: at the highest dose growth rescue (activation), hits mostly activators;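 further: potency means the concentration at half of the fitted maximal effect; plate controls were DMSO vehicle for no effect and reference control for full effect; nearly all actives have a fitted effect of over 55% in size; some results filed as inactive show a strong effect at the top dose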
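Yeast expressing FUS under galactose induction, OD 0.005 in 2% galactose medium; compounds in a dilution series, 24 h at 30C. Growth rescue by absorbance at 600 nm; CP55940 positive control, DMSO negative.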
HEK293 tox: cytotoxicity counter-screen for GLP-1 receptor inverse agonists; HEK293 cAMP-luciferase reporter cells, luminescence, 24 h; Potency, µM (series often up to 38.3 µM), for inactives: at the highest dose activity change, negative = inhibition, hits mostly inhibitors; 410,000 tested, 0.13% active; AID 624418;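 further: loss of luciferase light is scored as toxicity; potency means the concentration at half of the fitted maximal effect; on the % scale 0 is the no-effect control and ±100 the full control effect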
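A 23 nL compound transfer followed 12 hours of cell culture at 37 deg C; exposure then lasted 24 hr. Luciferase assay detection reagent was dispensed and plates read for luminescence after a 12 min room-temperature wait.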
TDP-43 yeast inh: TDP-43 toxicity inhibition in yeast; Potency, µM (titrated, usually from 46.1 µM), for the others: at the highest dose growth rescue (activation), most hits filed as activators; AID 652104; 410,000 tested, 1.8% active; TDP-43 expressing yeast growth rescue, BacTiter-Glo, 24 h; further: potency means the concentration at half of the fitted maximal effect; % of control where 0% means no effect; nearly all actives have a fitted effect of over 50% in size
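Readout is BacTiter-Glo luminescence of cell growth, so inhibitors register as activators. TDP-43-expressing yeast at OD600=0.02 in galactose medium, after raffinose pregrowth to mid-log, were incubated with compound for 24 hr at 30 deg C.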
MmCpn inh: inhibitors of Methanococcus maripaludis chaperonin (MmCpn); AID 504842; purified Mm-Cpn ATPase, ADP Transcreener TR-FRET; Potency, µM (series often up to 76.9 µM), for inactives: at the highest dose activity, negative = inhibition, usual class: inhibitors; 330,000 tested, 0.031% active; further: potency means the concentration at half of the fitted maximal effect; on the % scale 0 is the no-effect control and ±100 the full control effect; nearly all actives have a fitted effect of over 80% in size
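TR-FRET (320 nm excitation; 590 and 665 nm emission) reports ADP made from 10 uM ATP by 25 nM enzyme; compounds were preincubated 10 min, reaction run 30 min, both at 37°C.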
Akt phos inh: Akt phosphorylation inhibition | 360,000 tested, 0.32% active | activity change, % for hits at 50 µM | Neuro2A IGF-stimulated pAkt S473 HTRF, 20 min; hits give low values | AID 651550; in the data active means activity change below about -80%; inconclusive means mostly about -51% to -80%; further: on the % scale 0 is the no-effect control and ±100 the full control effect
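Neuro2A cells (4,500/well, DMEM with 0.5% FBS) were treated with compound at a single 50 µM final concentration, stimulated with 6 nM IGF for 20 min at 37 °C, and lysed. Phospho-Akt Ser473 was read by HTRF as 665/615 ratio ×10^4.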
GLP1R inv ag: inverse agonists of human GLP-1 receptor; 410,000 tested, 1.6% active; P43220; Potency, µM (top dose mostly 38.3 µM), inactives show at the highest dose activity change, negative = inhibition, actives largely listed as inhibitors; HEK293 GLP-1R CRE-luciferase, luminescence, 24 h; GLP-1R form is constitutively active; AID 624417; further: potency means the concentration at half of the fitted maximal effect; on the % scale 0 is the no-effect control and ±100 the full control effect; nearly all actives have a fitted effect of over 55% in size
Target sequence (P43220 whole entry, looked up): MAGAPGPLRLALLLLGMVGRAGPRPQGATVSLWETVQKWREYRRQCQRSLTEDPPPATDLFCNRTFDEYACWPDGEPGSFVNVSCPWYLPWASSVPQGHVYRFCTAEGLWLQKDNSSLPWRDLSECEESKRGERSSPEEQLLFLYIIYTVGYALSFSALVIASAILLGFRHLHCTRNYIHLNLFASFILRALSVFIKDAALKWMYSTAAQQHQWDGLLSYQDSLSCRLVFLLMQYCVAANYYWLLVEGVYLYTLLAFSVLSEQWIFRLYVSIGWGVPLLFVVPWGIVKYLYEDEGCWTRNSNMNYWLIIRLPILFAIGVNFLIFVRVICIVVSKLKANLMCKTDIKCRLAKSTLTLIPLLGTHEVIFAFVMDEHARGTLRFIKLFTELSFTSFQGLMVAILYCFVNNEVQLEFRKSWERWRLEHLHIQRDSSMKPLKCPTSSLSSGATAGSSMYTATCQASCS
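Stable HEK293 clone (constitutively active GLP-1R + cAMP-response luciferase); 200 cells/uL plated, 12 h pre-culture, compound 24 hr, 37 deg C/5% CO2; detection reagent 12 min RT; luminescence.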
PTHR1 ag: agonists of human PTHR1 parathyroid hormone receptor; HEK293 GP2 PTHR1 cells, GloSensor cAMP luminescence, 1 h; 410,000 tested, 0.075% active; Potency, µM (top dose mostly 115 µM), for inactives: at the top dose activation, hits mostly activators; Q03431; further: potency means the concentration at half of the fitted maximal effect; nearly all actives have a fitted effect of over 55% in size; some results filed as inactive show a strong effect at the top dose; inactives centre near -15; many of its hits are not listed in these tables
Target sequence (Q03431 whole entry, looked up): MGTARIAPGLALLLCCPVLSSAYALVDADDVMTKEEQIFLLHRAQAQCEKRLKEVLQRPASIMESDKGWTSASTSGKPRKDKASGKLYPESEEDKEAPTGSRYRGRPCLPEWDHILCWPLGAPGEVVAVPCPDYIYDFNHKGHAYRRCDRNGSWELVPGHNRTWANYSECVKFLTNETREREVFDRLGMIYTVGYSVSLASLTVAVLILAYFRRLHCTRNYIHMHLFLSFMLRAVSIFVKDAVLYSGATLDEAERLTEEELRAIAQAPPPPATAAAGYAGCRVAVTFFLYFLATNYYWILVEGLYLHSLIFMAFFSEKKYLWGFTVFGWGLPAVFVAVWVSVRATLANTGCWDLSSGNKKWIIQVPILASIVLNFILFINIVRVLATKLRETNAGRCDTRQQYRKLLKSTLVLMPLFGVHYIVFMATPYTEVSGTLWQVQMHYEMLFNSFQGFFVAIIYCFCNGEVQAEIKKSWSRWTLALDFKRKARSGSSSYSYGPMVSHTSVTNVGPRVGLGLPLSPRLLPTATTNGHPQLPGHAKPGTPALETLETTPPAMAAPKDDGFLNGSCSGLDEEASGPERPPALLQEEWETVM
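HEK-293-derived GP2 cells expressing PTHR1 and a GloSensor cAMP reporter, 3,000/well, plated overnight, given luciferin plus IBMX (each 0.5 mM as added) for 1 h at 37 °C, then compound for 1 h at 37 °C. Luminescence was read after 15 min at room temperature.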
Numbers without * were called inactive; i = inactive; ? = inconclusive; / = not tested or not shown; & = joins results of further samples; [ ] = another dose, or the depositor's remark. Unless noted, the call rests on the fitted dose curve; in most records, active means well fitted curve in the direction sought with a large enough effect; inconclusive means small, poorly fitted or top-dose-only effect, or another doubt; inactive means no such curve, though single readings can be large; an effect the other way counts as inactive or inconclusive.

Each structure is followed by: aSyn yeast inh | Abeta rescue | FUS yeast rescue | HEK293 tox | TDP-43 yeast inh | MmCpn inh | Akt phos inh | GLP1R inv ag | PTHR1 ag
> CC(C)N(CCCNC(=O)Cn1ncc2c([nH]c3ccccc32)c1=O)Cc1ccccc1
 : 12% | 12%&-4% | 18%&-11% | -19%&3% | 2%&6% | -1% | i | ? | -24%
> COc1ccc(-c2c(C(=O)c3ccccc3)[nH]c(N)c2C(=O)NCc2ccccc2)cc1OC
 : 8% | -9% | -7% | -25% | 16% | / | i | 2% | -29%
> Cc1nc(NC(=O)COC(=O)CCC(=O)c2cccs2)c(Cl)cc1Cl
 : 6% | 4% | -11% | 6% | 16% | -3% | i | 25% | i
> C(=N\n1cnnc1)/c1cn(Cc2ccccc2)c2ccccc12
 : -9% | 7% | 20% | -57% | -4% | 1% | i | 0% | -1%[57.5 µM]
> Cc1ccc(N2C(=O)C3ON(c4ccccc4)C(CC(C)C)C3C2=O)cc1 (stereo unspecified)
 : 5% | 8% | -18% | 6% | 10% | 1% | i | 0% | i
> Cc1cc(C(=O)COC(=O)C2=NNC(=O)CC2)c(C)n1-c1cccc(C(F)(F)F)c1
 : 6% | 4% | ? | 2% | -12% | -2% | i | -24% | -26%
> CCOC(=O)c1ccc(NC(=O)CC(=O)Nc2ccc3nc4n(c(=O)c3c2)CCCCC4)cc1
 : / | -8% | 29% | 3% | 14% | / | / | -5% | i
> Cc1cccc(Oc2ncnc(N)c2[N+](=O)[O-])c1
 : 10% | 1% | -31% | 8% | ? | ? | i | 6% | i
> COc1ccc(CN2C(=O)c3cccnc3C2Nc2cc(Cl)c(OC)cc2OC)cc1 (stereo unspecified)
 : 1% | 0% | ? | -5% | -9% | -13% | i | 0% | -4%
> CCC(=NCc1ccccc1)C1=C(O)C(C(=O)OC)C(C)(C)CC1=O (stereo unspecified)
 : 0% | -2%[9.22 µM] | -29% | -17% | -27% | 0% | i | ? | i
> CSc1cccc(NC(=O)CN(C)S(=O)(=O)c2cnc[nH]2)c1
 : -6% | 7% | 0% | 0% | -2% | -2% | i | 8% | i
> O=C(CCCCCn1c(=O)[nH]c2ccccc2c1=O)NCCCN1CCN(c2ccccc2F)CC1
 : 1% | -2% | 3% | 0% | -3% | 3% | i | ? | -93%[inhibitor]
> CCOC(=O)c1c(N)c(C#N)c2n1CCCC2
 : 4% | 7% | -13% | 10% | 15% | 0% | i | 101%[activator] | i
> NC(=O)COC(=O)c1cccc(S(=O)(=O)N2CCN(c3ccccc3)CC2)c1
 : -2% | -6% | -8% | 7% | -5% | 3% | i | 11% | 10%
> CCOc1ccc2nc(NC(=O)CN3CCC(n4nnc5cc(C(F)(F)F)ccc54)CC3)sc2c1
 : 4% | 4% | 16% | -6% | -1% | 3% | i | ? | -25%
> CCCCNC(=O)C[C@@H]1C[C@@]2(C(=O)OC)CC(C)(C)CC=C2N(Cc2ccc3c(c2)OCO3)C1=O
 : 0% | 2% | ? | -14% | -2% | / | i | ? | -27%
> CC1=C(C(=O)Nc2ccccc2)C(c2ccncc2)C(C#N)=C(SCC(=O)NC2CC2)N1 (stereo unspecified)
 : -7% | -7% | 16% | -11% | -5% | 2% | i | -2% | i
> CN(c1ccc(C(=O)COC(=O)C2CC2)cc1)S(C)(=O)=O
 : -2% | 0% | / | -4% | -1% | -5% | i | 11% | -56%[inhibitor]
> CCCCn1c(SCC(=O)NC2CCCC2)nc2ccccc2c1=O
 : 7% | 6% | -7% | 1% | 1% | -6% | i | 6% | -30%
> Cc1ccc(SCC(=O)Nc2ccc(S(=O)(=O)Nc3ncccn3)cc2)cc1
 : -7% | -5% | 0% | -10% | -7% | 0% | i | 10% | -2%
> Cc1nnc(N2CCC(C(=O)NCCc3ccccc3Cl)CC2)c2nn(-c3ccccc3)c(C)c12
 : / | -21% | -13% | -4% | -25% | / | / | 1% | i
> O=C1c2cccnc2C(Nc2ccc(S(=O)(=O)N3CCCCCC3)cc2)N1Cc1ccccc1 (stereo unspecified)
 : -6% | -24% | 19% | -23% | -19% | 1% | i | 0% | i
> Cc1ccc(C(=O)N[C@H](C(=O)Nc2ccc(N3CCOCC3)cc2)C(C)C)cc1
 : -6% | 2% | 0% | 1% | 1% | -1% | i | 9% | -19%
> O=C(NC(=S)Nc1ccc(CN2CCOCC2)cc1)c1cccc(F)c1
 : -4% | 3% | 37% | ? | -18% | 1% | i | ? | ?
> CC(C)[C@H](NC(=O)c1ccc(Cl)cc1)C(=O)Nc1cccc(S(=O)(=O)N2CCOCC2)c1
 : 1% | 0% | -37% | -1% | -4% | / | i | -24% | -19%
> COc1cccc(-c2nnc(-c3ccccc3NC(=O)c3cccc(C(F)(F)F)c3)o2)c1
 : -6% | -10% | -7% | 1% | -7% | / | / | -9% | ?
> CCOC(=O)c1c(CS(=O)(=O)c2ccccc2)n(C)c2cc(Br)c(O)c(CN(C)C)c12
 : 9% | -3% | 44% | -6% | -8% | -10% | i | 4% | -5%
> O=C(Nc1ccccc1Cl)c1ccc(Cl)cc1Cl
 : 2% | 11% | -12% | 20% | 5% | 1% | i | -10% | i
> Cc1cc(O)c2/c(=N\N)c(-c3csc(C)n3)coc2c1
 : -1% | -8% | 7% | 6% | -8% | 1%[15.4 µM] | i | 18% | -2%
> COc1ccccc1NS(=O)(=O)c1ccc(O)cc1
 : 5% | ? | -13% | 0% | 29% | 1% | i | 9% | -3%[57.5 µM]

Molecules shown so far containing a cyano group (two):
Each structure is followed by: aSyn yeast inh | Abeta rescue | FUS yeast rescue | HEK293 tox | TDP-43 yeast inh | MmCpn inh | Akt phos inh | GLP1R inv ag | PTHR1 ag
> CCOC(=O)c1c(N)c(C#N)c2n1CCCC2
 : 4% | 7% | -13% | 10% | 15% | 0% | i | 101%[activator] | i
> CC1=C(C(=O)Nc2ccccc2)C(c2ccncc2)C(C#N)=C(SCC(=O)NC2CC2)N1 (stereo unspecified)
 : -7% | -7% | 16% | -11% | -5% | 2% | i | -2% | i

More compounds follow:
Each structure is followed by: aSyn yeast inh | Abeta rescue | FUS yeast rescue | HEK293 tox | TDP-43 yeast inh | MmCpn inh | Akt phos inh | GLP1R inv ag | PTHR1 ag
> O=C(O)C[C@H]1c2cc(C(F)(F)F)ccc2S(=O)(=O)N1C1CCCC1
 : -5% | -5% | -20% | -6% | -3% | / | i | 9% | i
> COc1ccc(CN2CCNC(=O)C2CC(=O)N2CCCCO2)c(OC)c1 (stereo unspecified)
 : 5% | 9% | 1% | 3% | 1% | 0% | i | 12% | i
> COc1ccc([C@H]2N[C@]3(CCCN(Cc4ccc(F)cc4)C3=O)[C@H]3C(=O)N(C)C(=O)[C@@H]23)cc1
 : 4% | -1% | -12% | 6% | 11% | / | i | 13% | i
> CCN(CC(=O)Nc1cccc(OC)c1)C(=O)c1ccco1
 : 0% | 0% | -18% | -6% | 13% | -1% | i | -10% | i
> O=C1OC(Nc2ccc(F)c([N+](=O)[O-])c2)c2ccccc21 (stereo unspecified)
 : -8% | -1% | 27% | 8% | 7% | -2% | i | -4% | 6%
> CN(C)S(=O)(=O)c1cccc(NC(=O)c2ccc(N3CCOCC3)c([N+](=O)[O-])c2)c1
 : 4% | -4% | 23% | -22% | 8% | 3% | i | 32%[activator] | -28%
> O=C(NC1C2CC3CC(C2)CC1C3)C1CCCCC1 (stereo unspecified)
 : -17% | 14% | -5% | -22% | 13% | 1% | i | 17% | i
> O=S(=O)(Nc1cc(Cl)ccn1)c1ccc(Cl)cc1
 : 2% | -8% | 24% | 6% | 3% | -2% | i | 0% | i
> COc1ccc(N2C(=O)C(CC(=O)Nc3ccc(F)cc3)N(CCc3ccc(OC)c(OC)c3)C2=O)cc1 (stereo unspecified)
 : -1% | -6% | 8% | 5% | 15% | 1% | i | -4% | -14%
> CSc1nc2nc3c(c(=O)n2[nH]1)CCCC3
 : -13% | 10% | -14% | -6% | 7% | 1% | i | 1% | -8%[57.5 µM]
> CC1CCCCN1CC(=O)c1c[nH]c2ccccc12 (stereo unspecified)
 : 11% | -9% | 19% | 9% | -26% | -2% | i | 34%[activator] | i
> COc1ccc(/C=C/C(=O)OCC(=O)NCCNC(=O)COC(=O)/C=C/c2ccc(OC)cc2)cc1
 : -4% | 2% | / | 4% | 16% | -4% | i | 17% | i
> O=C(COc1ccccc1)NC(=S)Nc1cccc2cc(O)ccc12
 : 2% | -11% | 21% | -7% | 15% | -15% | i | 4% | i
> Cc1noc(COc2ccccc2OCC(O)CNC(C)(C)C)n1 (stereo unspecified)
 : -5% | 16% | 2% | -5% | 5% | 1% | i | -8% | -4%
> CCN(C(=O)COC(=O)c1ccccc1Nc1cccc(C)c1C)C1CCS(=O)(=O)C1 (stereo unspecified)
 : 0% | 11% | ? | -9% | -2% | -1% | i | -49% | -30%[inhibitor]
> CN(C)S(=O)(=O)c1ccc(C(=O)Nc2ccc(S(=O)(=O)NC3=NCCCCC3)cc2)cc1
 : -9% | 6% | 4% | -17% | 0% | 1% | i | 8% | -24%
> Cc1ccccc1[C@@H](NC(=O)OC(C)(C)C)C(=O)OC(C)(C)C
 : 2% | 4% | -10% | 7% | 23% | -1% | i | -1% | -19%
> Cc1cc(N2CCOCC2)ccc1/C=C1\NC(=O)N(Cc2ccccc2F)C1=O
 : -3% | -1% | 2% | -8% | 5% | 0% | i | 8% | i
> O=C(Nc1ccsc1C(=O)NC1CCCCC1)c1ccc(F)cc1
 : 5% | 4% | 22% | 0% | 7% | -5% | i | 1% | -13%

Not all compounds are listed; count on the stated rates, not on these rows.
